EBNA-1 inh: blocks EBNA-1 binding to DNA; 300,000 compounds, 0.34% hits; AID 1950; EBNA-1 DNA binding, fluorescence polarization; inhibition, % at 14.8 µM; in the data active = inhibition above about 28%
PP5 inh: blocks human protein phosphatase 5 activity; P53041; purified PP5c, OMFP substrate fluorescence; inhibition, % at 6.7 µM; 320,000 compounds, 0.18% hits; AID 1987;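 active = inhibition above the campaign's mean inhibition across all tested compounds plus 3 SD, cut at about 9.5% in these data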;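 also: 0% = DMSO only and 100% = 100 µM cantharidin control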
Efflux pump inh: inhibitors of Candida antifungal efflux pumps expressed in yeast; S. cerevisiae Candida pump triplex, Nile Red efflux; inhibition, % at 10 µM; 330,000 compounds, 0.44% hits;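 active = plate passing quality check with inhibition over a set limit, or well fluorescence over plate mean plus 4 SD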;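 also: Nile Red retained in pooled yeast measured as flow cytometry median fluorescence; 0% = buffer negative control and 100% = Enniatin B positive control; higher means more Nile Red kept so more efflux inhibition; some compounds called inactive have numbers as strong as hits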
PREPL inhibitor: inhibits the human prolyl oligopeptidase-like enzyme. Q4J6C6. recombinant PREPL, fluorescence polarization activity-based probe. inhibition, % at 5.96 µM. 320,000 compounds, 0.68% hits; in the data active = inhibition above about 43%;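 also: 0% = enzyme with DMSO and 100% = wells lacking enzyme; many of its hits are not listed in these tables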
Target sequence (Q4J6C6 whole entry, looked up): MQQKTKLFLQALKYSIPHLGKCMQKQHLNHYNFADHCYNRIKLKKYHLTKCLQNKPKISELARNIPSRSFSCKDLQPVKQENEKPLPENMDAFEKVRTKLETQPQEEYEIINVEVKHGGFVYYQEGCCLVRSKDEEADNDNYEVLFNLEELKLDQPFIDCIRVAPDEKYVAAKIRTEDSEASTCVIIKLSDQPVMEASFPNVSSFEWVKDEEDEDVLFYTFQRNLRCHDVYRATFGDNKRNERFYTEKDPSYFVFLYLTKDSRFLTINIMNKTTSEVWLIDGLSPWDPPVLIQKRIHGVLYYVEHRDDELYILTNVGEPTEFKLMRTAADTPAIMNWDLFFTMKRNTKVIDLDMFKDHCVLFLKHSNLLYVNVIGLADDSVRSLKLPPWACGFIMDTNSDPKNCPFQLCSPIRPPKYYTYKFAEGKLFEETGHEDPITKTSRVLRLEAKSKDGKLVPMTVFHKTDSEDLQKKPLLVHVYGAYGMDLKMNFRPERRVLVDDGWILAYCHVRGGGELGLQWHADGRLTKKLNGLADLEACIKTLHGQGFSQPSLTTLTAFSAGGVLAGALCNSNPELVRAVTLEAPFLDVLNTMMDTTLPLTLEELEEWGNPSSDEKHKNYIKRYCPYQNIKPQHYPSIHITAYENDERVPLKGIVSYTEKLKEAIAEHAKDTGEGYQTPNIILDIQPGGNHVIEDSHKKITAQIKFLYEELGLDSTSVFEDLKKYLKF
TPT1 inhibitor: inhibitors of Candida albicans tRNA 2'-phosphotransferase TPT1. recombinant caTPT1, FP RNA substrate dephosphorylation. inhibition, % at 5 µM. 300,000 compounds, 0.81% hits. AID 1962;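 active = inhibition above the mean of all tested compounds plus 3 SD, set per screening campaign, cut at about 24% in these data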;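 also: plate controls were DMSO alone for no effect and ferristatin control at 100 nM for full effect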
ZTA counter: ZTA (EBV) inhibition in EBNA-1 counter-screen. P03206. ZTA-DNA binding, fluorescence polarization. inhibition, % at 11 µM. 320,000 compounds, 0.15% hits. AID 2234; in the data active = inhibition above about 33%
Target sequence (P03206 whole entry, looked up): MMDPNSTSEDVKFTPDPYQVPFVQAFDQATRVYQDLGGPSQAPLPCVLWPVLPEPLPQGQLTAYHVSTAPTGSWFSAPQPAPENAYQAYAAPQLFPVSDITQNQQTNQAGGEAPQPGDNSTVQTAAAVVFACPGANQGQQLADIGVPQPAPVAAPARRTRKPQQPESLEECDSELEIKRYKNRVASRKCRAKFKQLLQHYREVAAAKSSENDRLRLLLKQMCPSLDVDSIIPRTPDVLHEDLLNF
PP1 counter: counter-screen for PP5 inhibitors: inhibitors of human PP1-alpha | purified PP1alpha, OMFP fluorescence | inhibition, % at 6.7 µM | AID 2235 | P62136 | 320,000 compounds, 0.9% hits;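 active = inhibition above the mean inhibition of all tested compounds plus 3 SD, computed separately for each screening campaign, cut at about 15% in these data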
Fh CTSL1 inh: counter-screen for PFM18AAP inhibitors: inhibitors of F. hepatica cathepsin L1; recombinant F. hepatica cathepsin L1, Z-Leu-Arg-MCA fluorescence; inhibition, % at 5.96 µM; AID 1906; 300,000 compounds, 0.49% hits;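 active = inhibition above the mean of all tested compounds plus 3 SD, set per screening campaign, cut at about 17% in these data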;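 also: 0% = plate median of test compound wells and 100% = 1 µM Z-Phe-Ala-diazomethylketone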
core dimer inh: HCV core protein dimerization inhibition | TR-FRET GST/Flag-core106 dimerization, 1536-well | inhibition, % at 5 µM | 300,000 compounds, 0.33% hits | AID 1899;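 active = inhibition above the mean of all tested compounds plus 3 SD, set per screening campaign, cut at about 45% in these data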
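Assay system – GST-tagged and Flag-tagged HCV core protein residues 1-106 · Quantity – core106 proteins, GST 13.5 nM and Flag 17 nM · Benchmarks – unlabelled core106 and no-GST-core106 wells · Read-out basis – percent inhibition of core106 dimerization signal · Detection – time-resolved FRET, ex 340 nm, em 617 and 671 nm · Schedule – 4 h at 22.5 °C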
An asterisk follows results filed as active; · = not tested or not shown. An excerpt, so the mix of outcomes need not match the whole.

| No. | SMILES | EBNA-1 inh | PP5 inh | Efflux pump inh | PREPL inhibitor | TPT1 inhibitor |
| --- | --- | --- | --- | --- | --- | --- |
| 1 | CN(C[C@H](Cc1ccccc1)N(C[C@H](CC1CCCCC1)N(CCc1ccccc1)N=O)N=O)N=O | -12 | 2.9 | · | 3 | -3 |
| 2 | O=C(CCNS(=O)(=O)c1ccc(Br)cc1)NCCCSc1ccccc1 | · | 2.2 | 0.2 | -24 | · |
| 3 | Cc1ccc(Cl)c(OCCCCN(C)Cc2ccccc2)c1 | 4 | 0.5 | 0.0 | 7 | -3 |
| 4 | COC(=O)c1ccc(Oc2c(C(F)(F)F)oc3c(CN4CCN(C)CC4)c(O)ccc3c2=O)cc1 | 4 | 1.5 | 0.0 | 6 | -3 |
| 5 | COc1ccc(/C=N/Nc2c(Cl)cc(Cl)cc2Cl)cc1CN1CCOCC1 | -5 | -1.9 | 0.2 | -5 | 3 |
| 6 | Cc1ccc(CNC(=O)COC(=O)c2cccc(S(=O)(=O)N3CCCCC3)c2)cc1 | · | 3.3 | -0.2 | 14 | · |
| 7 | COc1ccc(C(=O)Nc2ccc(Nc3ccccc3)cc2)cc1OC | 13 | 4.1 | 0.1 | 15 | 1 |
| 8 | CCc1nnc(N/N=C/c2c(Cl)cccc2Cl)n1N | 9 | -0.2 | 0.0 | 7 | -2 |
| 9 | C(=N\c1nc2ccccc2n1CCN1CCOCC1)/c1cccs1 | 6 | -0.9 | -0.1 | -1 | 4 |
| 10 | CC(C)(C)Cc1nnc(NS(=O)(=O)c2ccccc2)s1 | 3 | -0.1 | -0.1 | -6 | -1 |
| 11 | COc1c(Cl)cc(Cl)cc1CNCCNCCO | -1 | -0.2 | -0.1 | -10 | -5 |
| 12 | COc1ccc2oc(C(=O)NCc3cc(OC)c(OC)cc3OC)c(C)c2c1 | -1 | 2.5 | -0.2 | 22 | 1 |
| 13 | CCOc1ccccc1Nc1ccnc2cc(Cl)ccc12 | -10 | 0.9 | 0.1 | 13 | -3 |
| 14 | C=CCNc1nc(N)c(C(=C(C#N)C#N)c2ccccc2)s1 | -4 | 4.8 | 0.0 | 3 | 5 |
| 15 | CCOc1cc(C(=O)Nc2ccc(S(=O)(=O)N3CCCCC3)cc2)ccc1OCC(=O)N1CCOCC1 | -5 | -0.2 | 0.1 | -12 | -1 |

| No. | ZTA counter | PP1 counter | Fh CTSL1 inh | core dimer inh |
| --- | --- | --- | --- | --- |
| 1 | 3 | 3 | -2 | 18 |
| 2 | 9 | -3 | · | · |
| 3 | -8 | 1 | 0 | -6 |
| 4 | -2 | -1 | 0 | 0 |
| 5 | -12 | -11 | 6 | 9 |
| 6 | -8 | -2 | · | · |
| 7 | 4 | -3 | 7 | -25 |
| 8 | -5 | 2 | 1 | 2 |
| 9 | -2 | -3 | -4 | 0 |
| 10 | 6 | -1 | -1 | -2 |
| 11 | 2 | -2 | 2 | -8 |
| 12 | 13 | 2 | 4 | 7 |
| 13 | -33 | -4 | -1 | 0 |
| 14 | 2 | 5 | 0 | 28 |
| 15 | -8 | -7 | -4 | 2 |

(cont.)
| No. | SMILES | EBNA-1 inh | PP5 inh | Efflux pump inh | PREPL inhibitor | TPT1 inhibitor |
| --- | --- | --- | --- | --- | --- | --- |
| 16 | CC(=O)c1c(C)[nH]c(C(=O)NCc2ccccc2)c1C | 3 | 1.2 | 0.0 | 8 | -3 |
| 17 | COc1ccc(OC)c(NC(=O)COC(=O)Cc2ccc(Br)cc2)c1 | -1 | 2.3 | -0.1 | 15 | -2 |
| 18 | CCOc1ccc(CCNC(=O)COC(=O)CCc2cc(OC)c(OC)c(OC)c2)cc1OCC | 4 | 0.3 | 0.0 | 2 | -1 |
| 19 | C=CCn1c2ccccc2c2nnc(SCCN3CCOCC3)nc21 | 2 | 0.9 | -0.1 | 1 | 0 |
| 20 | COc1cccc(/C=N/N2CCN(Cc3ccccc3)CC2)c1O | -13 | 0.0 | 0.1 | 6 | -2 |
| 21 | O=C(O)c1ccc(-c2nc3ccccc3s2)o1 | 12 | -1.1 | 0.1 | 5 | -2 |
| 22 | C=CCSc1nc2ccccc2c(=O)n1C1CCOC(C)(C)C1 (centres undefined) | 0 | -0.2 | 0.2 | 7 | 2 |
| 23 | O=C(Nc1ccc(S(=O)(=O)Nc2cnc3ccccc3n2)cc1)c1ccc(Cl)c([N+](=O)[O-])c1 | 4 | 6.7 | 0.3 | 7 | 2 |
| 24 | Cc1ccc(C(=O)N/C(=C\c2cn(C)c3ccccc23)C(=O)NCCN2CCOCC2)cc1 | -15 | 0.3 | 0.0 | 2 | 15 |
| 25 | O=C(c1ccco1)N1CCN(S(=O)(=O)c2ccc(Oc3ccccc3)cc2)CC1 | 7 | 1.2 | 0.1 | -43 | -2 |
| 26 | Cc1cccc(NC(=O)CCCN=C2NS(=O)(=O)c3ccccc32)c1C | · | -1.3 | -0.1 | 5 | · |
| 27 | Cc1cc(Cl)ccc1OCCCC(=O)NO | -16 | 4.4 | 0.3 | 6 | 2 |
| 28 | CC(=O)c1cc(C#N)c(SCC(=O)Nc2nccs2)nc1C | -8 | 0.4 | 0.0 | 14 | 0 |
| 29 | CO/N=C(\CCC(=O)O)c1cccs1 | -1 | 9.7* | 0.0 | -5 | 1 |
| 30 | Cc1ccc(C)c(S(=O)(=O)N2CCN(CC(=O)Nc3ccc4c(c3)OCCO4)CC2)c1 | -7 | 1.4 | 0.1 | 11 | 2 |

| No. | ZTA counter | PP1 counter | Fh CTSL1 inh | core dimer inh |
| --- | --- | --- | --- | --- |
| 16 | 2 | 2 | 1 | 0 |
| 17 | -7 | 4 | 3 | 5 |
| 18 | 13 | -2 | -5 | -4 |
| 19 | 1 | 2 | -2 | 0 |
| 20 | -6 | 0 | 1 | 1 |
| 21 | -5 | -4 | 3 | 0 |
| 22 | 9 | 0 | -4 | 5 |
| 23 | -2 | 8 | 4 | 21 |
| 24 | -3 | 2 | 0 | -4 |
| 25 | 5 | 0 | -2 | 5 |
| 26 | 9 | -1 | · | · |
| 27 | -23 | -2 | -1 | -1 |
| 28 | -15 | -2 | 6 | -3 |
| 29 | 3 | -1 | -1 | -2 |
| 30 | 4 | 1 | 1 | 6 |

Later entries:
| No. | SMILES | EBNA-1 inh | PP5 inh | Efflux pump inh | PREPL inhibitor | TPT1 inhibitor |
| --- | --- | --- | --- | --- | --- | --- |
| 31 | COc1ccc(NC(=O)/C(C#N)=C/c2ccc(-c3ccccc3C(=O)O)o2)cc1 | -4 | 1.2 | -0.1 | -16 | -1 |
| 32 | CN1CCN(S(=O)(=O)c2ccc(NC(=O)c3ccc(F)cc3)cc2)CC1 | -6 | 3.7 | 0.0 | -4 | -1 |
| 33 | O=C(NC(Cc1ccccc1)C(=O)O)/C(=C/c1ccccc1)NC(=O)c1ccco1 (centres undefined) | 2 | -2.8 | 0.1 | 8 | -1 |
| 34 | CCOC(=O)N1CCN(c2nc(C)cc(C(F)(F)F)n2)CC1 | 10 | -1.8 | -0.1 | 1 | -3 |
| 35 | COc1ccc(C)cc1NC(=O)CN(C)S(=O)(=O)c1cccs1 | -8 | 3.0 | -0.2 | 8 | 1 |
| 36 | Cc1ccc(NC(=O)Nc2nnc(Cc3ccc([N+](=O)[O-])cc3)s2)cc1 | -6 | 1.4 | 0.1 | 0 | 2 |
| 37 | CC1=NN(c2ccc(C)cc2C)C(=O)C1C(c1cccc(O)c1)C1C(=O)N(c2ccc(C)cc2C)N=C1C (centres undefined) | 12 | -2.2 | -0.2 | 16 | 3 |
| 38 | O=C(CN1CCN(c2ccccc2O)CC1)NC(=O)NCc1ccco1 | 14 | -4.4 | -0.1 | 7 | 7 |
| 39 | COc1ccc(-c2cn3cccnc3n2)cc1NC(=O)c1ccc(Br)o1 | -2 | 2.1 | 0.3 | 21 | 2 |
| 40 | CCOc1cc(-c2c(C#N)c(=O)[nH]c3c2c(C)nn3-c2ccc(F)cc2)ccc1O | 13 | 1.7 | -0.1 | 0 | -6 |
| 41 | COc1ccccc1N1CCN(C2CCCN(C(=O)c3cscn3)C2)CC1 (centres undefined) | 7 | -0.3 | 0.0 | 13 | -1 |
| 42 | CCn1c(=O)c(C(=O)CN2c3ccccc3CC2C)c(N)n(Cc2ccccc2)c1=O (centres undefined) | 5 | -0.2 | -0.2 | 8 | 5 |
| 43 | CN(C)S(=O)(=O)Oc1ccc(C(=O)Nc2cccc(C(F)(F)F)c2)cc1 | -2 | -0.5 | -0.6 | 4 | 1 |
| 44 | CCOc1ccc(/C=N/NC(=O)C2CCCC2)c(OCC)c1 | 1 | -0.6 | 0.0 | -2 | -3 |
| 45 | CC(C)Sc1sc(C(=O)O)c(-c2ccc(Cl)cc2)c1C#N | 4 | 2.9 | -0.1 | 5 | 3 |

| No. | ZTA counter | PP1 counter | Fh CTSL1 inh | core dimer inh |
| --- | --- | --- | --- | --- |
| 31 | -7 | 4 | 4 | -3 |
| 32 | 17 | 5 | 0 | 0 |
| 33 | -3 | -1 | -1 | -6 |
| 34 | 6 | 0 | 2 | -3 |
| 35 | -4 | 2 | 0 | 2 |
| 36 | 1 | 1 | 4 | 42 |
| 37 | 4 | -2 | 2 | -3 |
| 38 | 12 | 1 | 1 | 2 |
| 39 | 9 | -7 | 4 | 5 |
| 40 | -4 | 5 | 5 | 15 |
| 41 | 13 | 2 | -9 | 8 |
| 42 | -26 | 16* | 1 | 43 |
| 43 | -9 | -3 | -5 | -12 |
| 44 | 9 | -4 | 2 | -1 |
| 45 | -9 | 8 | 0 | 0 |

The listing continues:
| No. | SMILES | EBNA-1 inh | PP5 inh | Efflux pump inh | PREPL inhibitor | TPT1 inhibitor |
| --- | --- | --- | --- | --- | --- | --- |
| 46 | O=S(=O)(Nc1ccc(Cl)cn1)c1ccc(F)cc1 | 10 | 8.8 | 0.1 | 3 | 2 |
| 47 | C/C(=N\OCC(=O)NC12CC3CC(CC(C3)C1)C2)c1cc2ccccc2o1 | 2 | 6.4 | 0.2 | 8 | 5 |
| 48 | COc1cccc(C(=O)Nc2ccc3nc4n(c(=O)c3c2)CCCC4)c1 | 0 | 0.0 | -0.3 | -1 | -1 |
| 49 | Cn1nnnc1SCC(=O)c1ccco1 | 4 | 1.2 | 0.0 | 6 | -2 |
| 50 | Cc1cc(NC(=O)/C=C/c2ccco2)ccc1NC(=O)c1ccccc1 | -3 | 0.5 | -0.1 | 4 | 0 |
| 51 | CC1(C)Cc2nc3oc4c(=O)n(CC(=O)Nc5ccccc5)cnc4c3cc2CO1 | 1 | 0.5 | 0.0 | -7 | 0 |
| 52 | COCC(=O)Nc1ccc(C(=O)Nc2ccccc2Cl)cc1 | 0 | -1.1 | -0.1 | 24 | -5 |
| 53 | Cc1cc(S(=O)(=O)N2CCN(c3ncccn3)CC2)ccc1-n1cnnn1 | 7 | -0.3 | 0.1 | -17 | 0 |
| 54 | CCCCCCNC(=O)CCNC(=O)c1cc(OC)c(OC)c(OC)c1 | 6 | 0.1 | -0.1 | 17 | 0 |
| 55 | CCn1c(SCC(=O)Nc2ccccc2F)nnc1-c1ccoc1C | 4 | 0.7 | -0.2 | -6 | 0 |

| No. | ZTA counter | PP1 counter | Fh CTSL1 inh | core dimer inh |
| --- | --- | --- | --- | --- |
| 46 | 3 | 0 | -1 | 5 |
| 47 | -15 | 0 | -2 | -5 |
| 48 | 3 | -3 | 1 | 11 |
| 49 | 8 | 3 | 2 | 11 |
| 50 | -11 | 2 | 0 | 13 |
| 51 | -5 | -4 | 3 | 3 |
| 52 | -2 | -3 | 3 | -1 |
| 53 | 1 | -3 | 3 | -5 |
| 54 | -11 | -1 | 6 | -2 |
| 55 | 5 | 2 | -2 | 1 |

Bioassay records as filed in PubChem BioAssay.
